# KDM5B inh: blocks human KDM5B histone demethylase activity | hit rate 2.6% among 220,000 | KDM5B demethylase, FDH-coupled NADH fluorescence (FDH is formaldehyde dehydrogenase) | Q9UGL1 | Potency, µM (series often up to 57.7 µM), without a hit: at the top dose activity change, negative = inhibition, actives largely listed as inhibitors; active = well fitted inhibition curve with a large enough effect; inconclusive = small, poorly fitted or top-dose-only effect; inactive = no such curve, though single readings can be large or run the other way; also: 0% is about no effect; nearly all actives have a fitted effect of over 70% in size
#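 Here, H3K4me3 peptide (12.5 µM in substrate mix) is demethylated by KDM5BΔAP, 200 nM final, after 10 min compound exposure. Formaldehyde product is coupled through FDH (0.25 U/mL in mix) to NADH fluorescence; 30-min ΔRFU feeds dose-response curves.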
# * hit, by the source's call; ? = inconclusive; [ ] = dose if it differs, or a comment. Potency is read from the fitted curve at half-maximal effect. An excerpt, so the mix of outcomes need not match the whole.
KDM5B inh,canonical_smiles
-1%,CCCCn1c(=O)n(CC(=O)Nc2ccc(C)cc2)c(=O)c2c1ncn2Cc1ccco1
-142%,Fc1cccc(/C=C/c2nc3cc(-c4ccccc4)ccc3o2)c1
32µM*,OCc1ccc(-c2ccc3nnc(-c4ccccn4)n3n2)cc1
-12%,Cc1ccc2c(c1)c1c(c(=O)n(-c3ccccc3)c(=O)n1CC(=O)c1ccc(F)cc1)n2C
20%,CCOc1ccc(C2CCCN2C(=O)c2ccc(-n3cccn3)cc2)cc1 (stereo not drawn)
-8%,COC(=O)Cn1nc(-c2ccccc2)c2ccccc2c1=O
26%,COc1ccccc1C(=O)NCCC(=O)Nc1cccnc1
?,COc1ccc2c(c1)OCC(CNC(=O)c1ccc(-c3nnn(C)n3)cc1)C2 (stereo not drawn)
-23%,Oc1ccc(-c2nc(C3CC3)nc3c2CN(Cc2ccsc2)CC3)cc1
-21%,Cc1nn(CC(=O)NCc2ccco2)c(=O)c2cc3ccccc3n12

# 4 of the compounds above, with bars between the fields.
Compound | KDM5B inh
Oc1ccc(-c2nc(C3CC3)nc3c2CN(Cc2ccsc2)CC3)cc1 | -23%
CCOc1ccc(C2CCCN2C(=O)c2ccc(-n3cccn3)cc2)cc1 (stereo not drawn) | 20%
Cc1nn(CC(=O)NCc2ccco2)c(=O)c2cc3ccccc3n12 | -21%
Fc1cccc(/C=C/c2nc3cc(-c4ccccc4)ccc3o2)c1 | -142%

# (more compounds)
KDM5B inh,canonical_smiles
-36%,COc1cc2nc(SCC(=O)Nc3ccccc3F)n3nc(-c4ccccc4)nc3c2cc1OC
18%,CCOc1ccccc1NC(=O)c1c(OC)cc(=O)n2c1CCCC2
11%,CN1CCCCC(CC(=O)Nc2ccc3c(c2)OCCO3)C1=O (stereo not drawn)
-26%,O=C(c1ccncc1)N1CCCC(Cc2noc(-c3cnccn3)n2)C1 (stereo not drawn)
27%,CN(Cc1ccc(C(=O)NCC(F)(F)F)cc1)C(=O)/C=C/c1ccccc1
22%,COc1ccccc1OCCNC(=O)C1CCCN(c2cn[nH]c(=O)c2)C1 (stereo not drawn)
-12%,N#C/C(=C\c1ccc(OCc2cccc(C(=O)O)c2)cc1)C(=O)N1CCOCC1
?,Cn1c(C(=O)Nc2cccc(Cl)c2)cc2c(=O)n(C)c3ccccc3c21
-13%,CN1C(=O)CC(C(=O)O)C12CCN(Cc1nc(-c3ccco3)no1)CC2 (stereo not drawn)
-16%[149 µM],Clc1ccc(CN2CCC3(CC2)CC(c2ccccc2)=NO3)cc1
23%,CC(C)(C)C(=O)N1CCN(c2ccc(NC(=O)c3ccc4c(c3)OCCO4)cc2)CC1
?,O=c1[nH]c(N2CCOCC2)nc2nccc(-c3ccsc3)c12
-16%,Cc1cnc(CC2CCN(C(=O)Cc3cccc(F)c3)C2)n1C(C)C (stereo not drawn)
9%,COC(=O)C1CN(C2CCCC2)CCS(=O)(=O)N1Cc1ccc(OC)cc1 (stereo not drawn)
-9%,O/N=c1/oc2cc3occ(-c4ccc(F)cc4)c3cc2c2c1CCC2
?,O=C(Nc1cccc(C(F)(F)F)c1)C1CCCN(S(=O)(=O)c2cccc3nsnc23)C1 (stereo not drawn)
4%,C=C(C)c1cccc(C(C)(C)NC(=O)NC(CC)CO)c1 (stereo not drawn)
-16%,Cc1cc(-n2c(C)nc3ccccc3c2=O)ccc1NC(=O)c1ccc(C)c([N+](=O)[O-])c1
-10%,Cc1ccc(-c2csc(N)c2C#N)c(C)c1
-21%,O=C(CSc1nnc2ccccn12)N1CCN(Cc2ccccc2)CC1

# Molecules from the list above that have a furan ring, fused or not, in the order listed:
KDM5B inh,canonical_smiles
-1%,CCCCn1c(=O)n(CC(=O)Nc2ccc(C)cc2)c(=O)c2c1ncn2Cc1ccco1
-21%,Cc1nn(CC(=O)NCc2ccco2)c(=O)c2cc3ccccc3n12
-13%,CN1C(=O)CC(C(=O)O)C12CCN(Cc1nc(-c3ccco3)no1)CC2 (stereo not drawn)
-9%,O/N=c1/oc2cc3occ(-c4ccc(F)cc4)c3cc2c2c1CCC2

# Next section.
KDM5B inh,canonical_smiles
29%,Cc1nn(CC(=O)N2CCN(c3ccc(Cl)cc3)CC2)c(=O)c2nc(C(C)C)sc12
?,O=C(NCCCN1CCCC1=O)c1ccc2c(c1)[nH]c(=O)n2C1CCC(O)CC1 (stereo not drawn)
7%,CC(C)=CCN1CCN(CCO)CC1
24%,COc1cc(OC)cc(C(=O)Oc2ccc(-c3ccccc3)cc2)c1
?,CCCCN(C)CC(O)Cn1cc(/C=C/C(=O)c2ccc(OC)c(OC)c2)c2ccccc21 (stereo not drawn)
?,Cc1ccc(Cn2c(C(=O)Nc3ccc(Cl)cc3)cc3sccc32)cc1
-76%,Cc1ccc(CNc2oc(-c3ccc(S(=O)(=O)N(C)C)cc3)nc2C#N)cc1
71%[activator],Cc1nc(CCCNC(=O)[C@H]2CNC[C@@H](C(=O)N3CCOCC3)C2)sc1C
-8%[149 µM],O=C1NCC2(CCN(Cc3cccnc3)CC2)Oc2ccccc21
-4%,CCc1nc(CN(CC)Cc2cccs2)cs1
?,COc1ccccc1CNC(=O)c1ccc(-c2nc(CS(=O)c3ccc(C)cc3)c(C)o2)cc1 (stereo not drawn)
-9%,COc1ccc(N2CCN(C(=O)CC3CCCCN(C)C3=O)CC2)cc1 (stereo not drawn)
-76%,COc1ccccc1CNC(=O)CCc1c(C)c2cc3c(C)c(C)oc3cc2oc1=O
418%[activator],CCOC(=O)C1=C(C)NC2=C(C(=O)CCC2)C1c1cccnc1 (stereo not drawn)
?,COc1ccc(C2C=C(c3ccc(Cl)cc3)Nc3nc(NC(=O)CCC(=O)O)nn32)cc1 (stereo not drawn)
?,Cc1ccccc1CN1Cc2nc(Nc3ccccc3)ccc2OCC1=O
9%,COCC1CCN(C(=O)COc2ccc(NC(=O)C3CC3)cn2)CC1
3%,O=C(COc1ccccc1)Nc1c(C(=O)c2ccc3c(c2)OCCO3)oc2ccccc12
35µM*,Cc1cc(-c2cccc(CCOc3cnc4c(ccn4CC(=O)O)c3)c2)ccn1
12%,O=C(CCCc1ccccc1)N1CCC(Cc2nc(-c3ccncc3)n[nH]2)CC1
25µM*,Cc1cn2nc(C(=O)NCc3ccc4c(c3)OCO4)cc2c(N2CCCC2)n1
22%,Cc1noc([C@@H]2CN(Cc3ccc(OC(F)(F)F)cc3)C[C@H]2CO)n1
2%,COc1ccc(CNC(=O)C2=C(c3ccccc3)c3cc(Cl)ccc3S(=O)(=O)N2C)c(OC)c1
9%,CCc1ccc(NC(=O)C2CCCN(S(=O)(=O)c3c(C)noc3/C=C/N(C)C)C2)cc1 (stereo not drawn)
?,CCN(CC)CC1CCN(C(=O)c2cc(=O)[nH]c3ccccc23)CC1
29%[115 µM],O=C1NC(=NC2CCCC2)C2(CCCN(Cc3cccnc3)C2)N1c1cc(F)cc(F)c1 (stereo not drawn)
-28%,O=C(NCc1ccncc1)c1csc(N2CCN(c3ccccc3F)CC2)n1
-4%,CCC12CN3CC(CC)(CN(C1)C3c1ccc(C(C)C)cc1)C2=O (stereo not drawn)
?,COc1ccccc1-c1nc2cnccn2c1NCCC(=O)Nc1ccc(C)cc1C
-15%,Cc1noc(C)c1Cn1ccn2nc3c(c2c1=O)CCCC3
7%,CC(CCc1ccccc1)NC(=O)C1CC=CCC1 (stereo not drawn)
?,CC1=C(C(=O)Nc2ccc(C)cc2C)C(c2cccc3ccccc23)NC(=S)N1 (stereo not drawn)
30%[activator],C#Cc1cccc(NC(=O)C2CCCCC2)c1
-30%,CN(C)C(=O)c1ccc(S(=O)(=O)NCc2ccc(Cl)cc2)s1
0%,CCOc1ccccc1Oc1coc2cc(OCC(=O)OC(C)(C)C)ccc2c1=O
0%,O=C(Nc1cccc2cccnc12)c1ccc(Cl)c(Cl)c1
17%[86.2 µM],OC(c1ccccc1)c1nc(Nc2ccc(C(F)(F)F)cc2)n[nH]1 (stereo not drawn)
-8%,CCc1cccc(CC)c1NC(=O)c1nn(C)c(=O)c2ccccc12
7%,COc1ccc(C2CC(=O)N(c3sc4c(c3C#N)CCCC4)C3=C2C(=O)CC(C)(C)C3)cc1OC (stereo not drawn)
-24%,CC(C)c1ccc(NS(=O)(=O)c2ccc3[nH]cc(C(=O)NC4CCCC4)c(=O)c3c2)cc1

# A few values from the list:
# CCOc1ccccc1Oc1coc2cc(OCC(=O)OC(C)(C)C)ccc2c1=O – KDM5B inh = 0%
# CC(C)=CCN1CCN(CCO)CC1 – KDM5B inh = 7%
# Fc1cccc(/C=C/c2nc3cc(-c4ccccc4)ccc3o2)c1 – KDM5B inh = -142%

# For reference, part of the list above.
KDM5B inh,canonical_smiles
?,CC1=C(C(=O)Nc2ccc(C)cc2C)C(c2cccc3ccccc23)NC(=S)N1 (stereo not drawn)
30%[activator],C#Cc1cccc(NC(=O)C2CCCCC2)c1

# Further compounds follow.
KDM5B inh,canonical_smiles
-6%,CN1C[C@H](NC(=O)c2nc3ccccc3s2)CCC[C@@H](C(=O)N(C)Cc2cccnc2)CC1=O
20µM*,Cc1ccc(C(=O)N[C@@H]2CN(c3ncccn3)C[C@H]2CO)nc1
-26%,CCOC(=O)Cc1csc(NC(=O)C[C@H]2NC(=O)c3ccccc3NC2=O)n1
-1%,COc1cccc(CNC(=O)Cn2c(-c3ccc(F)cc3)nc(C)c(CCO)c2=O)c1
16%,Cc1cc2c(c(=O)n1CCN1CCOCC1)C(c1ccccc1F)C(C#N)=C(N)O2 (stereo not drawn)
9%,CCOc1ccccc1C(=O)N(Cc1cc(OC)c(OC)c(OC)c1)c1ccccn1
-29%,COc1cc(C(=S)N2CCN(CCO)CC2)ccc1OCc1ccc(C)cc1
0%,O=C(CN1C(=O)C2(SCC(=O)N2c2ccc(F)c(F)c2)c2ccccc21)Nc1ccccc1F (stereo not drawn)
3%,CCSc1oc(-c2ccccc2)nc1S(=O)(=O)c1ccc(C)cc1
-26%,CC1Oc2ccccc2C=C1/C=C/C(=O)c1cccc(O)c1 (stereo not drawn)
4%,COC(=O)CC(NC(=O)Cc1ccccc1OC)c1cccs1 (stereo not drawn)
-22%,CCC1Oc2ccc(NC(=O)C(C)C)cc2CN(Cc2ccccc2F)C1=O (stereo not drawn)
2%,COCCn1c(SCc2ccc(Cl)cc2)nnc1-c1ccncc1
8%,CC(=O)c1cccc(NC(=O)CSc2nc(-c3ccccc3C)nc3cc(=O)[nH]n23)c1
5%,Nc1nc(SCC(=O)Nc2ccc(Cl)c(S(=O)(=O)N3CCOCC3)c2)n[nH]1
-5%,O=C(CSc1ncnc2sc3c(c12)CCC3)Nc1cccc(F)c1
25µM*,COc1ccc(-c2cc3c(=O)n(CCNC(=O)c4sccc4C)ccn3n2)cc1
?,COc1ccc(OC)c(C2c3[nH]c4ccccc4c3C[C@H]3C(=O)N(CCCOC(C)C)CC(=O)N23)c1 (stereo partly drawn)
-7%,CCCc1cnc2c(c1SCC(=O)Nc1ccccc1OCC)c(=O)n(C)c(=O)n2C
76%[activator],CCOc1ccc(NC(=O)c2oc3ccccc3c2NC(=O)Cc2ccc(F)cc2)cc1
1%,O=C1CC(c2ccccc2)N(C(=O)C2CC2)CCCN(S(=O)(=O)Cc2ccccc2)CCN1 (stereo not drawn)
26%,CC(C)N1CCN(C2CCOC3(CCN(C(=O)Nc4ccccc4)CC3)C2)CC1 (stereo not drawn)
3%,CCOc1ccccc1C(=O)NCC(c1cccs1)S(=O)(=O)c1ccc(F)c(C)c1 (stereo not drawn)
?,Cc1ccc(N)c(O)c1
?,COc1cccc(NC(=O)Cc2c[nH]c3ncc(-c4ccccc4C)cc23)c1
8%,NCCOc1ccc2c(c1)CCC2
?,CN1C2=C(C(=O)CC(C)(C)C2)C(c2ccc(O)cc2)C2=C1CC(C)(C)CC2=O
-2%,CC(=O)c1cn(CC(=O)NCc2ccncc2)c2ccccc12
32%,CC(C)(CNC(=O)C1CC2CCC1C2)CNC(=O)C1CC2CCC1C2 (stereo not drawn)
?,CCOC(=O)N1CCN(C(=O)COC(=O)Cc2ccc(Cl)cc2)CC1
-18%,Cc1ccccc1OCc1nnc(SCc2c(Cl)cccc2Cl)n1C
9%,COc1cccc(CC(=O)N2C[C@@H](Oc3ccccc3)C[C@H]2C(=O)N2CCOCC2)c1
?,Cc1ccc(C)c(S(=O)(=O)c2nnn3c2nc(N2CCCC2)c2sccc23)c1
?,COc1ccccc1-c1cc(-c2ccccc2)nc2c(C)noc12
?,COc1cccc(C(=O)Nc2ccc(Oc3cccc(C(F)(F)F)c3)nc2)c1
-54%,Cc1cccc2c1-c1sc(C(=O)Nc3ccccc3C(N)=O)cc1CO2
19%,CC1(C)C(c2ccccc2)=[N+]([O-])C(c2ccc(Cl)cc2Cl)N1O (stereo not drawn)
-27%,Cc1ccc(CSCC(=O)N2CCN(c3ccc(F)cc3)CC2)cc1
-4%[86.2 µM],CC1=C[C@@H](CN(CC2CC2)CC2CC2)[C@H](C(C)C)C[C@H]1Cc1nc2ccncc2[nH]1
-14%,COc1ccc(OC)c(NC(=O)C2CCCN2C(=O)C23CC4CC(CC(C4)C2)C3)c1 (stereo not drawn)
11%,O=C(CSc1nc(Cl)nc2nc[nH]c12)Nc1ccc(OC(F)(F)F)cc1
25%,Cc1csc(CNC(=O)c2ccc3nc[nH]c3c2)n1
10%,Nc1nc(NCCCN2CCOCC2)nc(Nc2cccc(Cl)c2)c1[N+](=O)[O-]

# High-throughput results as filed in PubChem BioAssay.
